Compound activity (PubChem)
PLK1 PBD block: qHTS for Inhibitors of PLK1-PDB (polo-like kinase 1 - polo-box domain): Primary Screen; Plk1 PBD binding of FITC phosphopeptide, fluorescence polarization; 360,000 tested, 2.8% active; AID 720504, 2013; Potency, µM, for the others: max response, negative = inhibition, most hits filed as inhibitors; Serine/threonine-protein kinase PLK1 (Homo sapiens), P53350; further: potency means the concentration at half of the fitted maximal effect; series mostly up to about 57 µM; on the % scale 0 is the no-effect control and ±100 the full control effect; nearly all actives have a fitted effect of over 65% in size
EPAC1 antagonist: qHTS for Antagonist of cAMP-regulated guanine nucleotide exchange factor 3 (EPAC1): primary screen; AID 720709, 2013; EPAC1 GEF assay, Rap1b-BODIPY-GDP exchange fluorescence; Potency, µM (doses to about 115 µM), inactives show at the highest dose activity change, negative = inhibition, hits mostly inhibitors; Rap guanine nucleotide exchange factor 3 (Homo sapiens), O95398; 360,000 tested, 0.14% active;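 further: potency means the concentration at half of the fitted maximal effect; plate controls were vehicle for no effect and positive control for full effect; nearly all actives have a fitted effect of over 50% in size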
Target sequence (O95398 whole entry, looked up): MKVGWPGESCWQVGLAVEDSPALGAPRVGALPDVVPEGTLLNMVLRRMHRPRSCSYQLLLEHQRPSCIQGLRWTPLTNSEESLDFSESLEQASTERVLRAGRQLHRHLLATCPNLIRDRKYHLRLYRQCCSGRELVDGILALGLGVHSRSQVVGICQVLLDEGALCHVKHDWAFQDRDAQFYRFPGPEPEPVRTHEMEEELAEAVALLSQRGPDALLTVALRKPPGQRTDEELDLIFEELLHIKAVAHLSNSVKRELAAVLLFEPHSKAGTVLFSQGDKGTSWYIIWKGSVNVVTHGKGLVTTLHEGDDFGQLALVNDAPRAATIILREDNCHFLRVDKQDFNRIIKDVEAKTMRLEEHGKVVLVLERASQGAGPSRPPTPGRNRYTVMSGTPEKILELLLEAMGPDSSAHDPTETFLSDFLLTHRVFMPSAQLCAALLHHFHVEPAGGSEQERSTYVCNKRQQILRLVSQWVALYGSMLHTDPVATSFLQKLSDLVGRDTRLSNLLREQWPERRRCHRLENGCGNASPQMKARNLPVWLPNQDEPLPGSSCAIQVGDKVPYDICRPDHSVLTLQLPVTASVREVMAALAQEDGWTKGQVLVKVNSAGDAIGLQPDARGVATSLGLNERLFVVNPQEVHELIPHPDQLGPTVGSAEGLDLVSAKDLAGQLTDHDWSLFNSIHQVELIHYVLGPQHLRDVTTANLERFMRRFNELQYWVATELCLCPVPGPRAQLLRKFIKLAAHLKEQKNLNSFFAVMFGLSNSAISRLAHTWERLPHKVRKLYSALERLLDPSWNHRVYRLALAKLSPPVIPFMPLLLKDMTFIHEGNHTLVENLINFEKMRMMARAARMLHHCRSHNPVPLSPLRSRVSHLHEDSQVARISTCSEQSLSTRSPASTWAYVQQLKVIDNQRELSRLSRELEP
EPAC2 antagonist: qHTS for Antagonist of cAMP-regulated guanine nucleotide exchange factor 2 (EPAC2): primary screen. EPAC2 GEF exchange of Rap1B-BODIPY-GDP, fluorescence. 360,000 tested, 0.18% active. AID 720708, 2013. Potency, µM (top dose mostly 114 µM), for the others: at the top dose activity, negative = inhibition, usual class: inhibitors. Rap guanine nucleotide exchange factor 4 (Homo sapiens), Q8WZA2; further: potency means the concentration at half of the fitted maximal effect; on the % scale 0 is the no-effect control and ±100 the full control effect; nearly all actives have a fitted effect of over 45% in size; many of its hits are not listed in these tables
CCT modulator: High-Throughput Screening for Modulators of Cytosolic Chaperonin Activity; purified chaperonin ATPase assay, HTRF ADP detection, 30 min; activity change, % (no concentration beside the values), hits read low; 360,000 tested, 0.3% active; AID 651819, 2012; in the data active means activity change below about -30%; further: on the % scale 0 is the no-effect control and ±100 the full control effect
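ATPase activity: ADP formed was measured by HTRF Transcreener (665/615 nm ratio) after 30 min at 37 deg C with 10 uM ATP. Compounds screened at one 76 uM concentration against 40 or 20 nM TRiC in Tris pH 7.4/KCl/MgCl2/DTT buffer.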
WRN helicase inh: qHTS for Inhibitors of WRN Helicase. WRN helicase unwinding, fluorescent forked duplex, kinetic. Potency, µM (series often up to 114 µM), without a hit: at the highest dose activity change, negative = inhibition, most hits filed as inhibitors. 360,000 tested, 0.46% active; further: potency means the concentration at half of the fitted maximal effect; on the % scale 0 is the no-effect control and ±100 the full control effect; nearly all actives have a fitted effect of over 55% in size
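Fluorescence dequenching readout, ex 525 nm/em 598 nm, kinetic mode: forked duplex DNA (100 nM final) with adjacent fluorophore and quencher unwound by WRN (20 nM final) with 2 mM ATP. Compound preincubation 15 min, room temperature.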
PI5P4K alpha inh: qHTS for Inhibitors of phosphatidylinositol 5-phosphate 4-kinase (PI5P4K); AID 652105, 2013; 330,000 tested, 1.2% active; Phosphatidylinositol 5-phosphate 4-kinase type-2 alpha (Homo sapiens), P48426; max response, %; PI5P4Kalpha enzyme, ADP-Glo luminescence, 60 min; active compounds read low; active means max response of -50% or lower; inconclusive means between -30% and -50%; inactive means -30% or higher; further: value at the top dose of about 77 µM; on the % scale 0 is the no-effect control and ±100 the full control effect
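Luminescence from ADP-Glo served as readout of PI5P4Kalpha activity in a qHTS format. Reaction: enzyme, substrate, compound, ATP at 5 microM final, 60 min at RT.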
Mm-Cpn inhibitor: Inhibitors of TCP-1 ring complex (TRiC) of Methanococcus maripaludis (MmCpn): qHTS; purified Mm-Cpn ATPase, ADP Transcreener TR-FRET; 330,000 tested, 0.031% active; Potency, µM (series often up to 76.9 µM), for the others: at the top dose activity, negative = inhibition, hits mostly inhibitors; Chaperonin Mm-Cpn (Methanococcus maripaludis); further: potency means the concentration at half of the fitted maximal effect; on the % scale 0 is the no-effect control and ±100 the full control effect; nearly all actives have a fitted effect of over 80% in size
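Quantitative HTS used 25 nM Mm-CPN and 10 uM ATP in magnesium/KCl Tris buffer, pH 7.4, with 1 mM DTT. Hydrolysis ran 30 min at 37°C; ADP was read by HTRF.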
EPAC1 ag: qHTS for Agonist of cAMP-regulated guanine nucleotide exchange factor 3 (EPAC1): primary screen | AID 720707, 2013 | EPAC1 agonist qHTS, biochemical assay; response scale: 100% = response to 6.5 mM cAMP | 360,000 tested, 0.073% active | Potency, µM (doses to about 154 µM), for the others: at the top dose activation, most hits filed as activators; further: potency means the concentration at half of the fitted maximal effect; nearly all actives have a fitted effect of over 60% in size
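Read-out is the fluorescence drop as BODIPY-GDP leaves Rap1B (480 nm excitation, 540 nm emission), recorded every 5 minutes over 30 minutes. Reactions held 100 nM EPAC1, 250 nM Rap1B–BODIPY-GDP and 50 uM GDP, with 6.5 mM cAMP setting full activation.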
* = called active by the depositor; ? = inconclusive; / = no result given; [ ] = another dose, or the depositor's remark. Unless noted, the call rests on the fitted dose curve; in most records, active means well fitted curve in the direction sought with a large enough effect; inconclusive means small, poorly fitted or top-dose-only effect, or another doubt; inactive means no such curve, though single readings can be large; an effect the other way counts as inactive or inconclusive. An excerpt; the hit share may differ from the screen's.

Compound | PLK1 PBD block | EPAC1 antagonist | EPAC2 antagonist | CCT modulator | WRN helicase inh | PI5P4K alpha inh | Mm-Cpn inhibitor | EPAC1 ag
COc1ccccc1NC(=O)c1ccc(NC(=O)CSc2n[nH]c(N)n2)cc1 | 30µM* | 8% | -3% | -3.2 | -7% | 0 | 0% | 3%
CCCCNC(=O)C1(C)CCCCN1C(=O)c1ccno1 (stereo not given) | 0% | -1% | -7% | 1.4 | -7% | 10 | / | 2%
CC(C)(C)OC(=O)N1CCN(C(=O)c2[nH]cnc2C(=O)Nc2cccc(Cl)c2)CC1 | -29% | -1% | -10% | -0.3 | 1% | 16 | -2% | 4%
O=C1C=C(c2cc3ccccc3s2)C[C@@H](c2ccc3c(c2)OCO3)C1 | -18% | 3% | 1% | 1.1 | 4% | -2 | 2% | -3%
Cc1ccc2nc(SCc3nc4c(cnn4-c4ccccc4)c(=O)[nH]3)[nH]c2c1 | 3% | -6% | -1% | 1.1 | -4% | -9 | 0% | 3%
COc1ccc(-n2nc(C(=O)Nc3ccc4c(c3)OCO4)c3ccccc3c2=O)cc1 | -10% | -1% | 0% | -1.6 | -35% | 4 | -3% | 11%
O=C(CC1SC(=Nc2ccccc2)N(Cc2ccccn2)C1=O)Nc1cccc(Cl)c1 (stereo not given) | 30µM* | -27% | -17% | -1.5 | -18% | 3 | -1% | 0%
CC(=O)c1cccc(NC(=O)c2ccoc2C)c1 | -4% | -13% | 8% | 0.3 | 4% | 0 | 5% | -1%
Cc1ccc(-n2c(=O)[nH]c3cc(C(=O)NC4CCN(Cc5ccccc5)CC4)ccc3c2=O)cc1 | 0% | -4% | 4% | -2.9 | 3% | / | 1% | 0%
C=CC(=O)Nc1cccc(Nc2nc(N[C@H]3CC[C@H](N(C)C)CC3)nc3c2ncn3C(C)C)c1 | -6% | -10% | 1% | 0.9 | ? | -20 | / | 1%
O=C(NNC(=O)C1CCN(S(=O)(=O)c2ccc(Cl)cc2)CC1)c1ccncc1 | -16% | 20% | -6% | -0.4 | 0% | 3 | 1% | 15%
CCc1cc(C(=O)NCC(c2ccc(OC)cc2)N2CCOCC2)sc1C (stereo not given) | -4% | 0% | -2% | -1.5 | -33% | -14 | 0% | 4%
OC(c1cccc(OCc2ccccc2)c1)c1nnc(-c2ccccc2)o1 (stereo not given) | -5% | -3% | -9% | 1.9 | -5%[57.1 µM] | -3 | 2% | 4%
COc1cc(C(F)(F)F)c(C(=O)N(C)Cc2cc(Cl)cc(Cl)c2)cn1 | -3% | -11% | ? | 1.0 | -5% | 4 | 0% | 0%
CCCn1cnc2cc(NCc3cccc(OC)c3)ccc21 | -9% | 3% | 0% | -2.1 | -2% | / | -1% | 11%
Cc1ccc(S(=O)(=O)N2CCN(C(=O)CCC(=O)N3CCc4ccccc43)CC2)cc1 | -6% | -2% | -5% | 0.6 | -11% | 7 | 0% | 11%
CN(C(=O)c1ccc(NC(=O)Cc2ccc(NC(=O)C3CCN(C(=O)C4CC4)CC3)cc2)cc1)C1CCCC1 | -5% | -16% | 0% | -0.3 | -11% | 4 | / | -11%
Cc1cccc(NC(=O)CC2C(=O)NC3CCCCC3N2C(=O)c2ccccc2Cl)c1 (stereo not given) | 3% | -7% | 2% | -0.2 | 2% | -1 | -2% | 9%
CCOC(=O)c1c(NC(=O)c2ccc(Br)o2)sc2c1CCCC2 | -6% | 4% | 0% | -0.3 | -11% | / | -3% | 8%
COc1ccc(C(CNC(=O)c2cccc(S(=O)(=O)Nc3cccc(C)c3)c2)N2CCOCC2)cc1 (stereo not given) | -4% | 6% | 6% | 1.8 | 11% | 4 | -11% | -7%
Cc1ccc(Cl)cc1NC(=O)CCCN1C(=O)c2cccnc2C1=O | -3% | 9% | 3% | 1.9 | 2% | -1 | -2% | 9%
CCOC(=O)[C@]12CCC=C1N(Cc1ccco1)C(=O)[C@H](CC(=O)NCCCOC)C2 | -12% | 3% | 9% | 1.3 | 7% | 1 | / | 6%
CCc1nc2cc(Cl)c(Cl)cc2nc1CC | -14% | 19% | -1% | -0.5 | 0% | 2 | 1% | 6%
CC(C)c1ccc(NC(=S)NNc2ccc(Cl)c(C(=O)O)c2)cc1 | 24µM* | -6% | 0% | -0.7 | -12%[11.6 µM] | -14 | -1% | 5%
Cc1cc(Cl)ccc1Oc1cccc(C(=O)/C(C#N)=C/N(C)C)c1 | -10% | -10% | -11% | -1.4 | -6% | -6 | -1% | 7%
c1ccc2c(c1)[nH]c1ccccc12 | -12% | -28% | -11% | -0.6 | 6% | 9 | / | -13%
C=CCOc1ccccc1CNc1cccc(F)c1 | 3% | 8% | 12% | 0.3 | -16% | 12 | 1% | 1%
Cc1ccc(OCCCN2CCOCC2)c([N+](=O)[O-])c1 | 5% | -4% | 0% | -0.1 | -29% | 6 | 3% | -7%
N/N=C(\Cc1cscn1)c1ccc(O)cc1O | 6% | 11% | 4% | -0.8 | -5% | 5 | -3% | 1%
Nc1nc(N)nc(-c2ccccn2)n1 | -2% | -9% | -14%[57.1 µM] | -1.9 | 1% | 6 | 0% | 2%

Entries of single compounds, looked up by structure. Screens in order: PLK1 PBD block, EPAC1 antagonist, EPAC2 antagonist, CCT modulator, WRN helicase inh, PI5P4K alpha inh, Mm-Cpn inhibitor, EPAC1 ag
Results for COc1ccc(-n2nc(C(=O)Nc3ccc4c(c3)OCO4)c3ccccc3c2=O)cc1 → -10%, -1%, 0%, -1.6, -35%, 4, -3%, 11%
Results for Cc1ccc(-n2c(=O)[nH]c3cc(C(=O)NC4CCN(Cc5ccccc5)CC4)ccc3c2=O)cc1 → 0%, -4%, 4%, -2.9, 3%, /, 1%, 0%
Results for Cc1ccc(Cl)cc1NC(=O)CCCN1C(=O)c2cccnc2C1=O → -3%, 9%, 3%, 1.9, 2%, -1, -2%, 9%
Results for Cc1ccc2nc(SCc3nc4c(cnn4-c4ccccc4)c(=O)[nH]3)[nH]c2c1 → 3%, -6%, -1%, 1.1, -4%, -9, 0%, 3%

More structures follow:
Compound | PLK1 PBD block | EPAC1 antagonist | EPAC2 antagonist | CCT modulator | WRN helicase inh | PI5P4K alpha inh | Mm-Cpn inhibitor | EPAC1 ag
CC1(C)Cc2nc(NCCCO)c(C#N)cc2CO1 | -7% | 19% | 24% | 1.8 | 5% | 1 | -4% | 11%
O=C(c1ccc(F)cc1)C1CCN(Cc2cn[nH]c2-c2ccc(F)cc2)CC1 | 1% | 8% | 2% | -0.2 | 8% | 14 | 0% | -4%
O=C(COC(=O)c1nn(-c2ccccc2C(F)(F)F)cc1O)c1ccc(OC(F)F)cc1 | -4% | -7% | -8% | -2.2 | -4% | -1 | -2% | -7%
COc1cccc(CC2CC(=O)N(c3ccc4c(C)cc(=O)oc4c3)C2=O)c1 (stereo not given) | -7% | -24% | -1% | 0.1 | 7% | -7 | 1%[15.4 µM] | 5%
O=C(CCc1nc2ccccc2c(=O)[nH]1)Nc1nnc(SCc2ccccc2F)s1 | 1% | -2% | -3% | 1.2 | -27% | -15 | -1% | 3%
O=C(Nc1ccccc1)C1=C[C@@H](C2CC2)C[C@@H](OCCCCO)O1 | 2% | 12% | -6% | 1.0 | 4% | 2 | / | -15%
O=C(COc1ccc(Cl)cc1)NCc1cn2cc(Cl)ccc2n1 | -1% | 1% | 18% | 0.1 | 3% | 3 | -4% | -4%
COc1cc(/C=N/NC(N)=O)cc([N+](=O)[O-])c1O | -9% | -27% | -8% | 2.2 | -30%[57.1 µM] | -56* | -11% | -2%
Cc1ccc(C)c(NC(=O)CN(C)C(=O)c2ccccn2)c1 | 2% | 1% | 1% | 1.0 | -5% | 1 | / | -2%
CC(C)(C)Nc1nc(Cl)nc(NC(C)(C)C)n1 | -11% | 9% | 1% | -1.6 | -2% | -6 | 3% | 0%
Cc1c(/C(O)=C2\C(=O)C(=O)N(CCCN(C)C)C2c2ccccc2)cnn1-c1ccccc1 (stereo not given) | -10% | 4% | 0% | -0.1 | 2% | 9 | -3% | 1%
COc1ccc(-c2csc(NC(=O)CSc3ccc(Br)cc3)n2)c(OC)c1 | -9% | 1% | 12% | -2.6 | -8% | -1 | -2% | -1%
CSC1=NSC2=NC(=O)/C(=C/c3coc4ccccc4c3=O)C(=N)N12 | 21µM* | 76%[activator] | 93%[activator] | -4.1 | 35µM* | -61* | 0% | 100µM*
CC(C)OC(=O)C(C#N)c1nc2ccccc2nc1N1CCCC1 (stereo not given) | 3% | -8% | 0% | 0.5 | -3% | -2 | ? | 11%
COc1ccc(/C=C2/C(=O)N(c3ccccc3)N=C2C)cc1Br | 2.1µM* | -3% | 25% | 1.6 | -17%[11.6 µM] | 4 | ? | -6%
Cc1ccc(NC(=O)COC(=O)CCc2ccc(S(=O)(=O)N3CCOCC3)cc2)cc1F | -5% | -10% | 1% | -3.8 | -3% | 1 | ? | 7%
COCC(C)n1c(C)cc(C(=O)CN2C(=O)NC3(CCCCC3C)C2=O)c1C (stereo not given) | 0% | 5% | 12% | 0.0 | -7% | -5 | 2% | -4%
CCCCN(C(C)=O)c1c(CC)nc2ccc(C(=O)NCCCN(C)C)cn12 | -2% | 18% | 26% | 2.1 | -3% | 0 | / | 3%
COc1ccc(C(=O)O/N=C2\CCCc3nonc32)cc1 | -8% | -6% | 3% | 0.2 | 1% | 2 | 0% | 1%
COc1ccc(C(=O)NCCCN2CCN(CCCNC(=O)c3ccc(OC)c(OC)c3)CC2)cc1OC | -13% | -12% | -1% | -1.8 | 0% | -1 | 2% | 11%
O=C(Nc1cccnc1)c1cc(-c2ccccc2)on1 | 0% | 10% | 8% | -2.5 | -4% | 2 | -2% | -7%
